Bioassay records (PubChem)
P. falciparum M17LAP – P. falciparum M17LAP inhibitors, primary screen, biochemical, fluorogenic H-Leu-NHMec substrate, 1536-well (AID 1619). recombinant M17LAP, H-Leu-NHMec fluorogenic kinetic assay; higher % means a stronger effect. inhibition, % at 30 µM; hits with a dose series show IC50 in µM. 220,000 tested, 0.38% active;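 active = compound inhibiting the enzyme by more than half at any dose during confirmatory dose-response retesting; inconclusive = strong single-dose inhibitors picked by rank but not retested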;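 also: plate controls were full reaction with DMSO carrier for no effect and no enzyme background for full effect; strong numbers were not always called active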
human PMI inhibition – inhibitors of human PMI, primary screen, biochemical, fluorescence intensity, coupled assay (AID 1209); purified PMI enzyme, coupled fluorescence intensity; higher % means a stronger effect; inhibition, % at 20 µM; hits with a dose series show IC50 in µM; 190,000 tested, 0.42% active;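 also: plate controls were DMSO vehicle for no effect and wells lacking substrate for full effect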
SIAH1 antagonists – Siah-1 peptide-binding antagonists, primary screen, biochemical, fluorescence polarization, rhodamine-plectin, uHTS (AID 1817); Siah-1 / rhodamine-plectin peptide fluorescence polarization; higher % means a stronger effect; one-dose displacement, % at 20 µM; IC50 in µM for titrated hits; 290,000 tested, 0.02% active;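 active = displacement of at least 50% at 20 µM, with a fluorescence ratio check between 0.3 and a set limit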;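 also: plate controls were Siah plus tracer with DMSO for no effect and tracer alone without Siah for full effect; strong numbers were not always called active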
PMI inhibition – MPI inhibition at elevated mannose 6-phosphate – biochemical, fluorescence intensity, high mannose 6-phosphate, primary screen (AID 1220); inhibition, % at 20 µM; hits with a dose series show IC50 in µM; recombinant PMI enzyme, coupled fluorescence intensity; higher % means a stronger effect; 190,000 tested, 0.66% active
XIAP antagonists – XIAP antagonists, biochemical, IAP family, fluorescence polarization (AID 1018); XIAP BIR domain, fluorescence polarization peptide displacement; higher % means a stronger effect; displacement, % at 20 µM, or IC50 in µM where a hit was titrated; 200,000 tested, 0.007% active; in the data active = displacement above about 50%; also: a part of the inactive calls stands beside numbers as strong as those of hits
Dynein cargo inh – blocks dynein driven cargo transport along microtubules; 3617.4 mouse cells, GR-EGFP nuclear translocation imaging; test concentration mostly 20 µM; stimulated with dexamethasone, 1 µM; active compounds read low; AID 1381; z-score, hits read low; 220,000 tested, 0.47% active;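 active = plate z-score of nuclear minus cytoplasmic receptor signal below a set negative limit, without overly bright fluorescence or cell loss, cut at about -3.5 in these data, passing the limit was not always enough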;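 also: z-score of nuclear minus cytoplasmic ring GR-EGFP intensity difference per well; some compounds called inactive have numbers as strong as hits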
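Buffer or medium – tet-free medium with charcoal-stripped serum · Signal – automated 10x imaging of fixed Hoechst-stained cells · Also added – dexamethasone agonist, 1.0 µM final, for 30 min · Incubation – induction 48 h, compound 1 h, agonist 30 min · Read-out – GR-EGFP nuclear translocation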
P. falciparum M1AAP – P. falciparum M1AAP inhibitors, biochemical, fluorogenic H-Leu-NHMec substrate, 1536-well (AID 1445); recombinant M1AAP, H-Leu-NHMec fluorogenic kinetic assay; higher % means a stronger effect; 220,000 tested, 0.42% active; one-dose inhibition, % at 30 µM; IC50 in µM for titrated hits;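 active = primary inhibition above the hit cutoff, then over 50% inhibition at one or more dose response concentrations, cut at about 23% in these data, passing the limit was not always enough; inconclusive = conflicting primary data, or primary hits not chosen for dose response; inactive = low primary inhibition, or under 50% at every dose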;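 also: plate controls were DMSO full reaction for no effect and no enzyme background for full effect; strong numbers were not always called active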
LYP inhibition – inhibitors of LYP phosphatase, biochemical, fluorescence intensity, uHTS (AID 1779); 290,000 tested, 0.054% active; recombinant LYP phosphatase, fluorescence intensity; higher % means a stronger effect; inhibition, % at 11.5 µM, or IC50 in µM where a hit was titrated;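 also: plate controls were vehicle with enzyme for no effect and no enzyme for full effect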
AID2073 – disruptors of CaV2.2 binding to Mint1 – biochemical, HTRF (AID 2073); HTRF protein-protein interaction, Mint1-CaV2.2; higher % means a stronger effect; inhibition, % at 20 µM, or IC50 in µM where a hit was titrated; 290,000 tested, 0.19% active; in the data active = inhibition mostly above about 51%, no sharp cut-off; inconclusive = no clear call, values can overlap the other calls; inactive = mostly below about 53%; also: some results filed as inactive read as strong as hits
Dynein cargo inh cytoplasmic EGFP – also measured in Dynein cargo inh; calls as there; z-score; measured here: cytoplasmic GR-EGFP intensity; active compounds read high
Dynein cargo inh nuclear GR-EGFP – recorded beside Dynein cargo inh, whose call it bears; z-score; measured here: nuclear GR-EGFP intensity;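 lower value marks the stronger effect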
Dynein cargo inh cell count – second read-out of Dynein cargo inh, no call of its own (marks repeat the call); z-score; measured here: cell count per field
Active calls of the source: *; ? = inconclusive; . = not tested or not shown. Rule as the data show it, unless noted: active = inhibition above about 50%; inactive = the rest.

SMILES	P. falciparum M17LAP	human PMI inhibition	SIAH1 antagonists	PMI inhibition	XIAP antagonists	Dynein cargo inh	Dynein cargo inh cytoplasmic EGFP	Dynein cargo inh nuclear GR-EGFP	Dynein cargo inh cell count	P. falciparum M1AAP	LYP inhibition	AID2073
Cn1c(=O)c2c(-c3ccccc3)n(Cc3ccccn3)cc2n(C)c1=O	-8%	-39%	7%	-73%	-0.9%	-0.075	-0.29	0.18	-0.59	4%	-6%	-4%
Cc1nc2cc(NC(=O)NCc3ccco3)ccc2n1C	4%	12%	-6%	6%	-0.6%	0.13	-0.21	0.67	2.6	16%	-4%	-3%
NC(=O)COC(=O)c1ccc(NS(=O)(=O)c2ccc3c(c2)OCCO3)cc1	7%	.	9%	.	.	0.17	-0.12	0.54	-0.86	-1%	-5%	1%
CCNC(=O)Cn1c(=O)c2c(ncn2Cc2ccccc2)n(Cc2ccccc2)c1=O	-2%	4%	7%	3%	-0.6%	0.098	-0.2	0.91	0.077	-1%	1%	-7%
O=C(c1ccccc1)N1CCN(C(=O)N2CCOCC2)CC1	3%	-6%	2%	-9%	-4.6%	0.45	-0.25	0.6	0.19	4%	-4%	9%
O=C(N/N=C/c1cccc([N+](=O)[O-])c1)c1cc2c(ccc3ccccc32)o1	-3%	-3%	16%	-9%	-5.5%	-0.63	-0.16	0.16	0.34	8%	9%	34%
COc1cc(CCC(=O)OCn2nnc3ccccc3c2=O)cc(OC)c1OC	-4%	0%	-4%	5%	-5.7%	-0.8	-0.21	-0.45	0.84	8%	-8%	6%
COc1cc(C2C(Oc3ccccc3C)C(=O)N2Cc2ccc(F)cc2)cc(OC)c1OC (stereo unspecified)	-4%	-1%	-4%	-14%	-7.5%	0.86	-0.2	0.76	-1.4	3%	-2%	0%
COc1ccccc1N(CC(=O)Nc1ccccc1C(=O)NCC(C)C)S(C)(=O)=O	-9%	-8%	-3%	-4%	-5.7%	-0.78	-0.28	-0.42	0.49	12%	-10%	4%
CCNc1nc(SC(C)C(=O)OC)nc(N(C)C)n1 (stereo unspecified)	-4%	-14%	-1%	-8%	-5.8%	2.5	-0.077	1.9	-1.5	-7%	-1%	-4%
O=C(NCC1CCCO1)C(c1cccs1)N(Cc1ccccc1Cl)C(=O)c1ccc(-c2ccccc2)[nH]1 (stereo unspecified)	6%	17%	3%	10%	-1.6%	-0.53	-0.27	-0.16	1	8%	8%	9%
CCOC(=O)/C(C#N)=C\c1ccc(CC)s1	15%	0%	0%	-11%	-5.5%	0.39	-0.22	-0.21	-0.23	14%	-2%	-1%

Reprinted from the part before: 2 entries, then new ones.
SMILES	P. falciparum M17LAP	human PMI inhibition	SIAH1 antagonists	PMI inhibition	XIAP antagonists	Dynein cargo inh	Dynein cargo inh cytoplasmic EGFP	Dynein cargo inh nuclear GR-EGFP	Dynein cargo inh cell count	P. falciparum M1AAP	LYP inhibition	AID2073
O=C(NCC1CCCO1)C(c1cccs1)N(Cc1ccccc1Cl)C(=O)c1ccc(-c2ccccc2)[nH]1 (stereo unspecified)	6%	17%	3%	10%	-1.6%	-0.53	-0.27	-0.16	1	8%	8%	9%
CCOC(=O)/C(C#N)=C\c1ccc(CC)s1	15%	0%	0%	-11%	-5.5%	0.39	-0.22	-0.21	-0.23	14%	-2%	-1%
CCOC(=O)CN1C(=O)Nc2ccc(Br)cc2C1c1ccccc1 (stereo unspecified)	12%	13%	-2%	15%	-4.4%	-0.74	-0.17	-1.1	0.42	1%	-1%	-17%
CCCCOC(=O)Nc1ccc(C(=O)OCCC)cc1	-11%	7%	-2%	10%	-1.6%	0.36	-0.26	0.25	0.44	10%	1%	-4%
Cc1ccc(NC(=O)CSc2nnc(NC(=O)CN3CCOCC3)s2)cc1	9.2µM*	6%	-9%	3%	-12%	-0.72	-0.27	-0.23	0.7	4%	-3%	-3%
CCN1CCN(C(=O)CS(=O)(=O)Cc2nc(-c3ccc(C)cc3)oc2C)CC1	-4%	5%	0%	2%	-5.7%	0.058	-0.21	0.23	0.45	-4%	-4%	2%
CCOc1ncccc1C(=O)Nc1ccc(-c2cn3ccsc3n2)cc1	5%	-1%	5%	7%	-13%	-0.65	-0.18	0.22	0.092	1%	-10%	30%
O=C(CCCOc1ccccc1)n1nnc2ccccc21	-1%	2%	2%	-7%	-7.2%	0.48	-0.17	0.79	-0.95	2%	-2%	0%
C#CC(CC)(CC)NC(=O)c1c(C)noc1C	10%	3%	1%	0%	-4.1%	0.95	-0.12	1.4	-0.65	1%	-7%	-13%
CCOc1ccc(C(=O)NC(=S)Nc2ccc(N3CCOCC3)c(Cl)c2)cc1[N+](=O)[O-]	19%	30%	-1%	10%	-7.3%	0.083	0.00045	0.16	0.46	-3%	5%	-6%
COc1ccc(NC(=O)CN2CCN(CC(=O)Nc3ccc(OC)c(OC)c3)CC2)cc1	26%	2%	-4%	4%	-4.5%	0.29	-0.21	0.59	0.44	-1%	-7%	2%
Cc1cccc(C(=O)NCC(=O)OCC(=O)N2CCc3ccccc32)c1	-7%	1%	-4%	-3%	-4.9%	-0.68	-0.34	0.018	1	-2%	-4%	2%
CC(CN1CCOCC1)OC(=O)C1COc2ccccc2O1 (stereo unspecified)	.	-19%	-6%	-1%	-3.1%	1.1	-0.097	1.3	-0.99	.	-11%	?
CC(/C=N/NC(=O)c1cccnc1)=C\c1ccco1	8%	25%	2%	15%	-4.9%	-0.46	-0.13	-0.013	0.23	-2%	1%	23%
COc1ccc(N/N=C(\C#N)C(=N)N2CCCCC2)cc1	9%	.	-2%	.	.	-0.52	-0.29	-0.66	0.75	-5%	-5%	-9%
COc1ccc(N=N/C(=C\O)C(=O)c2cccs2)cc1	-7%	-4%	-3%	-3%	-1.8%	-0.052	0.44	-0.21	0.67	?	6%	50%
COc1ccccc1C(=O)NCC(=O)N/N=C/c1cn[nH]c1-c1ccccc1	4%	-10%	-1%	-7%	-8.1%	0.59	-0.36	0.58	0.76	3%	-2%	-5%
COc1ccc(NC(=S)Nc2ccc(OCc3ccccc3)cc2)cc1OC	6%	12%	-7%	42%	-4.0%	.	.	.	.	3%	6%	-1%
COc1ccc(-c2noc(CSc3ccc(C)cc3)n2)cc1	9%	13%	2%	13%	-4.6%	0.14	-0.27	0.2	0.33	4%	-8%	-6%
COc1ccc(-c2ccc(C#N)c(SCC(=O)NCc3ccco3)n2)cc1OC	3%	.	-1%	.	.	-0.47	-0.23	0.17	2	13%	-28%	43%
Cc1[nH]c2ccccc2c1C(=O)C(=O)NCCC1=CCCCC1	-2%	11%	-4%	4%	-1.5%	-0.18	-0.26	-0.03	0.4	5%	10%	7%
Cc1ccccc1N1C(=O)CC(N(O)c2ccccc2)C1=O (stereo unspecified)	23%	-10%	2%	-14%	-0.3%	1.9	0.17	0.93	-1.7	6%	-11%	16%
O=C(CCc1ccccc1)Nc1ccc(NC(=O)c2ccco2)cc1	1%	-8%	5%	-4%	-4.0%	0.5	-0.51	0.035	0.35	6%	-1%	-7%
CCCCCCOc1ccc(OC(=O)c2cccnc2)cc1	-6%	10%	-2%	10%	-3.6%	-0.041	-0.2	0.1	0.64	3%	-8%	-21%
Nc1n[nH]c(C2CC2)c1N=Nc1ccc(Cl)cc1	18%	.	-6%	.	.	-0.15	-0.069	-0.065	-0.23	5%	1%	3%
O=C(O)COc1ccc(NC(=O)c2ccco2)cc1	8%	-9%	-2%	-5%	-5.0%	0.22	-0.071	0.27	-0.2	-9%	2%	12%
N#CC(=C1CCCC1)c1nc(-c2cc3ccccc3oc2=O)cs1	-2%	1%	1%	0%	-1.0%	0.33	-0.26	0.52	-0.081	3%	-4%	9%
O=C(c1nc2nc(-c3ccc(Cl)cc3)cc(C(F)(F)F)n2n1)N1CCOCC1	1%	-14%	-1%	-9%	-4.6%	-0.6	-0.19	-0.24	0.61	4%	-2%	-2%
Cc1nc(NC(=O)CSc2nnc(-c3ccccc3)c(-c3ccccc3)n2)c(Cl)cc1Cl	-6%	16%	-1%	6%	-2.3%	-0.33	0.4	-0.25	-0.37	8%	10%	6%
Cc1cc[n+](-c2[nH]c(=O)sc2/C=N/NC(=O)c2ccccc2[O-])cc1C	26%	6%	-11%	8%	-1.1%	0.095	-0.048	0.26	-0.8	30%	0%	5%
CCOc1ccc2[nH]cc(S(=O)(=O)c3ccc(C)cc3)c(=O)c2c1	-5%	-8%	7%	1%	-6.6%	0.7	-0.2	0.53	-1.6	-3%	-3%	5%
Cc1ccc2oc(C(Cl)(Cl)Cl)cc(=O)c2c1	-2%	7%	2%	7%	-4.0%	-1.6	-0.085	-0.13	-0.12	4%	-6%	9%
COc1ccc(Cl)cc1NC(=O)COC(=O)CCCN1C(=O)c2ccccc2C1=O	-9%	20%	-2%	12%	-11%	-0.2	-0.26	-0.17	1.2	-1%	-7%	30%
COC(=O)C(C)Oc1ccc2c(-c3cccc([N+](=O)[O-])c3)cc(=O)oc2c1 (stereo unspecified)	13%	4%	0%	-9%	-2.8%	-0.1	-0.19	0.24	0.24	12%	8%	0%
COC(=O)N/N=C\c1cccc(OC(=O)c2cccs2)c1	5%	-1%	10%	8%	-1.8%	-1.1	-0.23	-0.47	1.1	6%	-5%	0%
Cc1ccc(OCCCn2c(=O)sc3ccccc32)cc1	3%	12%	5%	12%	-18%	0.076	-0.18	0.37	-0.52	9%	3%	1%
O=C(NNC(=O)c1cccs1)c1ccco1	.	-4%	-8%	-3%	-3.5%	-0.052	-0.16	0.39	-0.41	.	-4%	1%
COc1ccc(NC(=O)C2CCC(CNc3c(N4CCCCC4)c(=O)c3=O)CC2)cc1OC (stereo unspecified)	4%	11%	-4%	10%	-24%	-0.6	-0.21	-0.27	0.6	13%	-2%	-4%
Cc1ccc(-c2nn3c(C)nnc3c3ccccc23)cc1S(=O)(=O)NC(C)(C)CO	11%	0%	12%	-6%	-2.5%	1.7	-0.3	0.55	-0.044	10%	-10%	13%
c1ccc(CN2CCN(c3ncccn3)CC2)nc1	.	13%	4%	13%	-8.2%	0.89	-0.24	0.72	-0.33	.	-11%	-9%
CC(=O)Nc1nc(C)c(CCC2OCCO2)c(=O)[nH]1	-4%	.	2%	.	.	0.95	-0.18	1.2	-1.6	-5%	0%	13%
CSc1n[nH]c(-c2sccc2OCc2ccc(C)cc2)n1	3%	7%	8%	2%	-2.6%	-1.2	1.8	0.49	-0.061	-5%	-4%	1%
Cc1cccc(C(=O)N2CCN(c3ccc(N4CCOCC4)nn3)CC2)c1	-5%	.	3%	.	.	-0.31	0.038	0.37	0.12	0%	-7%	16%
